Cneo AK release: Cryptococcus neoformans cell lysis inducers, primary screen, AK release luminescence, single concentration; 360,000 compounds, 0.2% hits; C. neoformans lysis, adenylate kinase release luminescence, 4 h; normalised: neutral wells 0, clomiphene wells 100; lysis activity, % at 15 µM;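 active means mean lysis activity across replicates of at least 80%, whatever share of replicates individually reach that level; inactive means mean lysis activity below 80%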
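Material: C. neoformans cells | Amount: Yeast cell density of 5 × 10^6 cells/mL | Medium: Fresh YPD growth medium | Dosing: Single dose | Times: Static 4 h at 37 °C with compound, 1 h detection | Detection: AK luminescence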
XiGFP reactiv: activators of inactive X chromosome reactivation, primary screen, imaging, XiGFP fibroblasts, GFP high-content imaging, set 2. XiGFP mouse fibroblasts, % GFP-positive cells imaging, 3 d; cells co-treated with 5-aza-dC sensitizer; scaled so ellipticine positive control = 100%. activation, % at 7.58 µM. 360,000 compounds, 0.055% hits. AID 743238, 2013;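 active means mean normalized replicate activation at least 10% and every replicate at or above 10%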;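 further: 0% = median of on-plate neutral control wells and 100% = ellipticine 6 µM median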
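material = 68-5-11 XiGFP fibroblast line | medium = DMEM plus 5-aza-dC sensitizer | schedule = 3 days compound exposure | benchmarks = positive control ellipticine, 6 µM final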
SIRT5 block: SIRT5 desuccinylase inhibitors, primary screen, biochemical, fluorescence imaging, single point, set 5. Purified SirT5, succinyl-peptide AMC, trypsin-coupled fluorescence. inhibition, % at 15 µM. 330,000 compounds, 1.1% hits. AID 652115, 2013; in the data active means inhibition above about 15%
ERAP1 inh: human ERAP1 aminopeptidase inhibitors, primary screen, biochemical, single point, plate reader; Endoplasmic reticulum aminopeptidase 1 (Homo sapiens), Q9NZ08; recombinant ERAP1, Leu-AMC fluorescence, 60 min; inhibition, % at 10.7 µM; 340,000 compounds, 0.15% hits; AID 652197, 2013;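 active means mean replicate inhibition of at least 30%, or all replicates individually reaching that 30% level; inactive means mean below 30% and not every replicate reaching it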;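 further: 0% = neutral control wells and 100% = L-leucinethiol positive control wells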
Target sequence (Q9NZ08 whole entry, looked up): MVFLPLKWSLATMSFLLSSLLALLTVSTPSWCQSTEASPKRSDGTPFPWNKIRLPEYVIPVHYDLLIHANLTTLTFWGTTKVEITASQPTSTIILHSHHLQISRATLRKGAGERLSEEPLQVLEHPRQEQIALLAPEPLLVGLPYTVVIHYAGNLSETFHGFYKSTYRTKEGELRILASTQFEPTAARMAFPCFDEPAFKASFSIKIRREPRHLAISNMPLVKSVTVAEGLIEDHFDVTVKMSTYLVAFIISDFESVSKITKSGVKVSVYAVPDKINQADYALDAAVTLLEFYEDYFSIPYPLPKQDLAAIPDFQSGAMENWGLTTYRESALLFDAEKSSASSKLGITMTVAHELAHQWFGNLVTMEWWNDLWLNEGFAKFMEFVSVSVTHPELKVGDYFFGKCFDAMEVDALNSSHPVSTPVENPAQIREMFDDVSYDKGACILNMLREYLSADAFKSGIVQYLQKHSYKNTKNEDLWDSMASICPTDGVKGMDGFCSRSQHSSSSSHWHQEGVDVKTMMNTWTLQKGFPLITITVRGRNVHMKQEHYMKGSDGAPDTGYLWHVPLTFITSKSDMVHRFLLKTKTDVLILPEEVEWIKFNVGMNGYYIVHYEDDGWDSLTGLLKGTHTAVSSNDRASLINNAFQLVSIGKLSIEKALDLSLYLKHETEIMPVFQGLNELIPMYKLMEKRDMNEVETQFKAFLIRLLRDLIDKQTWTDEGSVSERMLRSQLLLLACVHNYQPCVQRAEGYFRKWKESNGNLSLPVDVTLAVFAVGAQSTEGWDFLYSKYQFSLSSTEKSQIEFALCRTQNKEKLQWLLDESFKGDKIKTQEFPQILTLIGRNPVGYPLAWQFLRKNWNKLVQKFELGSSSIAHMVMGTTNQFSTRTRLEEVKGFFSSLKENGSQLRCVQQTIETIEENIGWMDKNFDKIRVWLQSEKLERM
PGC1a acetyl inh: inhibitors of PGC1a acetylation signal, primary screen, cell-based, U2OS, AlphaScreen, inhibitor mode. AlphaScreen anti-acetyl-lysine; with virally co-expressed GCN5 acetyltransferase. inhibition, % at 15.6 µM. 350,000 compounds, 0.17% hits;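 active means every replicate shows inhibition of at least 40%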;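 further: 0% = neutral control wells and 100% = positive control wells; some results beyond the cut were filed as inactive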
C2C12 statin: suppressors of statin myotoxicity in C2C12 myotubes, primary screen, cell-based, single point, plate reader; C2C12 myotubes + simvastatin, ATP luminescence, 48 h; scaled: DMSO 0, geranylgeraniol control 100; rescue of ATP level, % at 7.49 µM; 330,000 compounds, 0.78% hits; AID 602340, 2012;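 active means mean ATP rescue above about 67%, or every replicate alone reaching that limit, limit read from the data, passing the limit was not always enough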;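 further: myotubes were challenged with 10 µM simvastatin during compound exposure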
S100A4 MyoIIA: inhibitors of S100A4-myosin IIA peptide binding, primary screen, biochemical, fluorescence polarization, TAMRA-MyoIIA peptide; inhibition, % at 10.7 µM; Protein S100-A4 (Homo sapiens), P26447; AID 652163, 2013; 360,000 compounds, 0.14% hits;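 active means mean inhibition of at least 70% across replicates, with every replicate also reaching that level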
Target sequence (P26447 whole entry, looked up): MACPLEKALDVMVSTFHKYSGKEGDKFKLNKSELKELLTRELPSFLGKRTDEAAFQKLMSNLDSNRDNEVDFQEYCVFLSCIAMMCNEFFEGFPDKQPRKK
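Test system – S100A4 monomer (human) · Compound – single-point compound testing · Schedule – 5 min incubation before reading · Probe or stimulus – TAMRA-labelled myosin IIA heavy-chain peptide probe, 5 nM · Benchmarks – neutral control DMSO, positive control TFP · Medium – Calcium-containing HEPES buffer, pH 7.2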
LGR2 antag: inhibitors of bursicon-induced LGR2 CRE-luciferase signal, primary screen, cell-based, HEK293, CRE-luciferase reporter, bursicon stimulation. bursicon-stimulated, 4 h. 380,000 compounds, 0.35% hits. inhibition, % at 9.99 µM. AID 720647, 2013;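 active means drop in luminescence signal, shown as inhibition above about 50% in the replicate tests, limit read from the data, passing the limit was not always enough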;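 further: agonist challenge used bursicon conditioned medium at about half maximal strength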
Starred values were filed as active, the others as inactive; x = no result given; & = joins results of further samples.

Assay codes: A = Cneo AK release; B = XiGFP reactiv; C = SIRT5 block; D = ERAP1 inh; E = PGC1a acetyl inh; F = C2C12 statin; G = S100A4 MyoIIA; H = LGR2 antag
#1 COc1ccc(NC(=O)N[C@@H]2CC[C@@H](CCNC(=O)c3ccccc3F)O[C@@H]2CO)cc1
  A = -2 | B = 0.0 | C = -4 | D = 0 | E = -3 | F = 6 | G = 14 | H = -11
#2 O=C(c1cnn(-c2cccc(F)c2)c1)c1ccccc1O
  A = x | B = 0.0 | C = -1 | D = 1 | E = x | F = x | G = -3 | H = -41
#3 CO[C@H]1CN(C)C(=O)c2ccc(NC(=O)C3CCC3)cc2OC[C@@H](C)N(C(=O)NC(C)C)C[C@@H]1C
  A = -2 | B = 0.2 | C = -3 | D = -4 | E = 2 | F = 2 | G = 19 | H = -3
#4 O=S(=O)(c1cccc(F)c1)N1CCc2sccc2C1c1ccc(OC(F)(F)F)cc1 (configuration not stated)
  A = 2 | B = 0.0 | C = x | D = x | E = 8 | F = x | G = -4 | H = -9
#5 O=C(Cn1nc(-c2ccc(Cl)cc2)ccc1=O)NCc1ccc2c(c1)OCO2
  A = -1 | B = 0.2 | C = 0 | D = 4 | E = 9 | F = x | G = 0 | H = x
#6 Cc1c(C(=O)N(C)C(C)c2ccncn2)oc2c(F)cccc12 (configuration not stated)
  A = 0 | B = 0.4 | C = 1 | D = -2 | E = -4 | F = 3 | G = -1 | H = -6
#7 COc1ccc(S(=O)(=O)Nc2ccc3c(c2)CC(=O)N([C@@H](C)CO)C[C@@H](C)[C@H](CN(C)CC2CC2)O3)cc1
  A = -4&-4 | B = -0.2 | C = 1 | D = 6&-1 | E = -9&0 | F = -1&-22 | G = -1&-8 | H = -1
#8 CC(c1ccccc1)n1c(-c2ccccc2F)n[nH]c1=S (configuration not stated)
  A = 4 | B = -0.1 | C = -2 | D = 1 | E = 5 | F = -9 | G = -1 | H = 6
#9 CCOc1ccc(N(CC(=O)Nc2ccccc2F)S(=O)(=O)c2c(C)[nH]c(=O)[nH]c2=O)cc1
  A = 0 | B = 0.2 | C = -1 | D = -1 | E = 0 | F = 0 | G = -4 | H = 2
#10 COCc1cc(N2CCNC[C@H]2C)ccc1N1C[C@@H](C)O[C@@H](C)C1
  A = x | B = 0.5 | C = -1 | D = 7 | E = x | F = x | G = -7 | H = 12
#11 OC(c1ccccc1)c1nc(-c2cncnc2)cs1 (configuration not stated)
  A = 0 | B = 0.1 | C = 1 | D = 3 | E = 1 | F = 8 | G = -3 | H = 3
#12 C[C@@H]1CCCCO[C@@H](CN(C)C(=O)Nc2ccc3c(c2)OCO3)[C@H](C)CN([C@H](C)CO)C(=O)c2cc(NC(=O)Nc3ccccc3)ccc2O1
  A = 58 | B = -0.1 | C = 3 | D = -1 | E = -14 | F = x | G = 3 | H = 4
#13 CCOc1ccc(CCNC(=O)CS(=O)(=O)Cc2nc(-c3ccccc3F)oc2C)cc1
  A = -2 | B = 0.5 | C = -3 | D = 3 | E = -4 | F = 19 | G = 2 | H = -9
#14 COCCCn1c(=O)/c(=C\c2ccccc2OC(C)C)s/c1=C(/C#N)C(=O)Nc1ccc(C(=O)O)cc1
  A = 4 | B = 0.0 | C = 2 | D = 1 | E = 6 | F = 0 | G = -7 | H = -2
#15 CC1(C)C2CC=C(/C=N/NC(=O)c3ccccc3Br)C1C2 (configuration not stated)
  A = x | B = 0.0 | C = -3 | D = 0 | E = x | F = x | G = 5 | H = 3
#16 C=CCN1C=C(C(=O)c2ccccc2)C(=O)CC1
  A = -1 | B = -0.1 | C = -1 | D = 0 | E = 3 | F = 3 | G = -1 | H = -4
#17 CCOC(=O)N1CCC(Nc2c(NCCCN3CCN(c4ccc(OC)cc4)CC3)c(=O)c2=O)CC1
  A = -3 | B = -0.1 | C = 3 | D = x | E = 3 | F = 16 | G = -4 | H = -17
#18 O=C1NN(c2ccccc2)C(=O)/C1=C/c1cccs1
  A = x | B = 0.2 | C = -1 | D = 2 | E = x | F = x | G = -4 | H = 0
#19 COc1ccc(-c2cc(N)n(S(=O)(=O)Cc3ccccc3)n2)c(OC)c1
  A = 3 | B = 0.3 | C = -4 | D = -1 | E = -5 | F = 10 | G = 4 | H = -11
#20 COc1ccc(C(=O)N(C)[C@H]2C[C@H]3c4[nH]c5c(-c6ccccc6)cccc5c4CCN3C(=O)[C@H]2[C@H](C)O)cc1
  A = x | B = 1.0 | C = 3 | D = 1 | E = x | F = x | G = -19 | H = 7

Whole records, looked up by structure. Screens in order: Cneo AK release, XiGFP reactiv, SIRT5 block, ERAP1 inh, PGC1a acetyl inh, C2C12 statin, S100A4 MyoIIA, LGR2 antag
OC(c1ccccc1)c1nc(-c2cncnc2)cs1 (configuration not stated) across the screens: 0, 0.1, 1, 3, 1, 8, -3, 3
COc1ccc(-c2cc(N)n(S(=O)(=O)Cc3ccccc3)n2)c(OC)c1 across the screens: 3, 0.3, -4, -1, -5, 10, 4, -11
CCOC(=O)N1CCC(Nc2c(NCCCN3CCN(c4ccc(OC)cc4)CC3)c(=O)c2=O)CC1 across the screens: -3, -0.1, 3, x, 3, 16, -4, -17
O=C1NN(c2ccccc2)C(=O)/C1=C/c1cccs1 across the screens: x, 0.2, -1, 2, x, x, -4, 0

Other compounds:
Assay codes: A = Cneo AK release; B = XiGFP reactiv; C = SIRT5 block; D = ERAP1 inh; E = PGC1a acetyl inh; F = C2C12 statin; G = S100A4 MyoIIA; H = LGR2 antag
#21 Cc1ccc(C(=O)Nc2ccc(N3CCOCC3)cc2)cc1
  A = -1 | B = x | C = -1 | D = 1 | E = 0 | F = -53 | G = -1 | H = -16
#22 O=C(CSc1ccc(-c2cccnc2)nn1)Nc1ccc(Br)cc1
  A = 5 | B = 0.0 | C = -3 | D = -7 | E = x | F = -3 | G = 4 | H = 0
#23 O=C(Cc1ccccc1F)NCC(=O)Nc1ccccc1Br
  A = 1 | B = 0.0 | C = -1 | D = -3 | E = -3 | F = -6 | G = -18 | H = -2
#24 CC(O)(c1ccccc1)c1nc(-c2ccccc2)cs1 (configuration not stated)
  A = 1 | B = 0.1 | C = -1 | D = 2 | E = -14 | F = -2 | G = -1 | H = 7
#25 CCO[C@H]1OC(C(=O)NCc2nc3ccccc3[nH]2)=C[C@@H](C2CC2)[C@@H]1CCCO
  A = 2 | B = 0.6 | C = x | D = 0 | E = x | F = -65 | G = 10 | H = -11
#26 Cc1cccc(NC(=O)CN2CCC(C(=O)c3ccc4c(c3)OCCO4)CC2)c1
  A = -2 | B = 0.0 | C = -2 | D = 2 | E = x | F = 4 | G = -3 | H = 4
#27 CNC(=O)C(=O)NCCC1CCCCN1S(=O)(=O)c1cccs1 (configuration not stated)
  A = 3 | B = 0.0 | C = -3 | D = -3 | E = -46 | F = -1 | G = -1 | H = 22
#28 O=C(C[C@H]1CC[C@H](NC(=O)Nc2ccc(F)cc2)[C@@H](CO)O1)NCCN1CCCC1
  A = 3 | B = 0.1 | C = -4 | D = -6 | E = 1 | F = 0 | G = 2 | H = 16
#29 Cc1ccc(CNC(=O)C(CCC(N)=O)NC(=O)OCc2ccccc2)cc1 (configuration not stated)
  A = x | B = 0.0 | C = x | D = x | E = -9 | F = 8 | G = x | H = -10
#30 C[C@H](CO)N1C[C@H](C)[C@H](CN(C)C(=O)Nc2ccc(F)cc2)Oc2ncc(/C=C/c3ccccc3)cc2C1=O
  A = x | B = 0.7 | C = -3 | D = -2 | E = -6 | F = x | G = -21 | H = 18
#31 CC[C@]12c3[nH]c4ccccc4c3CCN1C(=O)C(CC(=O)NC/C=C(\C)CCC=C(C)C)C[C@@H]2C(=O)N1CCN(C(=O)c2ccco2)CC1 (some centres not stated)
  A = 1 | B = 0.0 | C = 16* | D = 10 | E = 17 | F = 10 | G = 3 | H = 0
#32 O=C(c1ccc2c(c1)OCO2)C1CCCN(Cc2c(F)ccc(F)c2F)C1 (configuration not stated)
  A = 9 | B = 0.0 | C = -3 | D = 0 | E = 0 | F = 8 | G = 5 | H = 5
#33 Cc1cc(=O)c(C(=O)O)nn1-c1ccccc1
  A = 0 | B = 0.0 | C = 1 | D = -1 | E = x | F = 5 | G = 14 | H = -10
#34 C[C@@H]1CCCCO[C@@H](CN(C)Cc2ccccc2)[C@@H](C)CN([C@@H](C)CO)C(=O)c2cc(NS(=O)(=O)c3ccccc3)ccc2O1
  A = 4 | B = 0.0 | C = 1 | D = 1 | E = 2 | F = x | G = 19 | H = 8
#35 O=C(COc1ccc(Cl)cc1)NCc1nnc(SCC(=O)NCC2CCCO2)o1 (configuration not stated)
  A = 0 | B = 0.2 | C = -1 | D = -3 | E = x | F = 4 | G = 3 | H = 9
#36 CN1c2ccc(Br)cc2[C@H]2[C@H](CCN2S(=O)(=O)c2cccc(F)c2)[C@H]1CO
  A = 4 | B = 0.0 | C = x | D = 1 | E = -8 | F = 34 | G = -2 | H = 21
#37 CCOc1ccc(C2N(c3ccc(Cl)cc3)C(=O)C3CCCN32)cc1OC (configuration not stated)
  A = 0 | B = 0.3 | C = x | D = x | E = x | F = 13 | G = -4 | H = 1
#38 Cc1ccc(CCNC(=O)c2ccc(CS(=O)(=O)Cc3ccc(F)cc3)o2)cc1
  A = 5 | B = 0.0 | C = 1 | D = 2 | E = x | F = -20 | G = 9 | H = 1
#39 Cc1cccc(N2C(=S)NC3c4ccccc4OC2(C)C3C(=O)N(C)C)c1 (configuration not stated)
  A = x | B = 0.0 | C = 3 | D = -3 | E = 6 | F = x | G = -2 | H = 26
#40 CCN(CC)S(=O)(=O)c1ccc(C)c(NC(=O)COC(=O)CNC(=O)c2ccc(C(C)(C)C)cc2)c1
  A = x | B = 0.0 | C = -1 | D = 0 | E = x | F = x | G = -2 | H = -18
#41 O=C(C[C@@H]1CC[C@@H]2[C@H](COC[C@@H](O)CN2C(=O)Nc2ccc(Cl)c(Cl)c2)O1)NCc1ccc(Cl)cc1
  A = -6 | B = 0.2 | C = 4 | D = -2 | E = 6 | F = -29 | G = -4 | H = 16
#42 CC(C)(C)c1ccc(-n2ncc3c2CCCC3NC(=O)CCN2CCCO2)cc1 (configuration not stated)
  A = 3 | B = 0.0 | C = 2 | D = 2 | E = 6 | F = -10 | G = 16 | H = 10
#43 CCOC(=O)N1CCN(C(=O)CSCc2ccccc2Cl)CC1
  A = 1 | B = 0.0 | C = -2 | D = -2 | E = -9 | F = 10 | G = -1 | H = -2
#44 COc1ccc(S(=O)(=O)N2CCN(C(=O)C3CC(=O)N(c4ccccc4F)C3)CC2)cc1OC (configuration not stated)
  A = -1 | B = 3.5 | C = 0 | D = 1 | E = 0 | F = -2 | G = -7 | H = -20
#45 C[C@@H]1CN([C@@H](C)CO)C(=O)c2cc(C#CCN(C)C)cnc2O[C@@H]1CN(C)Cc1ccncc1
  A = -3 | B = -0.4 | C = 2 | D = 1 | E = 6 | F = 3 | G = 11 | H = 3
#46 COC(=O)C1=C(CSc2nnnn2C)NC(=O)NC1c1cc(C)ccc1C (configuration not stated)
  A = 2 | B = x | C = x | D = x | E = -2 | F = -21 | G = x | H = 2
#47 CNC(=S)N1CCn2cccc2C1c1ccc(F)cc1 (configuration not stated)
  A = 1 | B = -0.1 | C = -1 | D = -1 | E = 7 | F = 6 | G = 4 | H = 5

Screens: PubChem, Broad Institute

A portion of the library; the hit share may differ from the screen's.
